Assay outcomes (PubChem BioAssay)
mcGAS inh: cyclic GMP-AMP synthase inhibitors, mouse, primary biochemical chemiluminescence | 160,000 compounds, 0.15% hits | inhibition, % at 12.5 µM | Q8C6L5 | AID 1259399, 2018 | recombinant cGAS, Kinase-Glo ATP depletion luminescence;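 further: 0% = negative control wells and 100% = reference inhibitor with no enzyme activity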
hcGAS inh: Primary biochemical luminescence assay for human cyclic GMP-AMP synthase inhibitors; recombinant h-cGAS, ATP depletion, Kinase-Glo luminescence; 290,000 compounds, 0.081% hits; inhibition, % at 12.5 µM; Q8N884;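 further: 0% = vehicle reaction and 100% = reaction without DNA for no activity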
Target sequence (Q8N884 whole entry, looked up): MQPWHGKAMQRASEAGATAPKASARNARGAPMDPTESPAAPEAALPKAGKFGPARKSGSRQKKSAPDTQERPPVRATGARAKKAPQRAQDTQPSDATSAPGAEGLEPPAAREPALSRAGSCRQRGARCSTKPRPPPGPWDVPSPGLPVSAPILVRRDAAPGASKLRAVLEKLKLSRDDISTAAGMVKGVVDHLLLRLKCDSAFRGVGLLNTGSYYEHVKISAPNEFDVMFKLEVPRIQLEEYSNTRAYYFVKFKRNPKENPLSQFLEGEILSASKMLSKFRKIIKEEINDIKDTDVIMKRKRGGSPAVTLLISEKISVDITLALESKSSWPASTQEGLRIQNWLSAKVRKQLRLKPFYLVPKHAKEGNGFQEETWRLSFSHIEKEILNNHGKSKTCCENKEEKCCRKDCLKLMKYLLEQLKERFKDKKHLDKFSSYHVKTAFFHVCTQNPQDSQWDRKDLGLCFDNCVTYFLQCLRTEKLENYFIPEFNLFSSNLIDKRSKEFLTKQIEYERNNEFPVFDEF
NPYLR7 agonist: agonists of mosquito NPYLR7 receptor, primary screen, cell-based, Aedes aegypti, calcium fluorescence, mosquito biting behavior; activation, % at 10 µM; 270,000 compounds, 0.15% hits; Aedes aegypti neuropeptide Y-like receptor 7 (NPYLR7); HEK293T NPYLR7/Galpha15, GCaMP6s calcium fluorescence; AID 1259423, 2018; in the data active means activation above about 40%;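 further: 0% = vehicle and 100% = reference agonist at the receptor; some compounds past the cut are filed as inactive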
Active calls of the source: *; · = no result given; & = joins results of further samples. Unless noted, no stated cut-off is given here; in the data, active means inhibition above about 40%; inactive means the rest.

SMILES	mcGAS inh	hcGAS inh	NPYLR7 agonist
Cc1cc(C)cc(-c2nc3ccccn3c2NC(=O)C(C)C)c1	-9	-7	-3
Cc1cc(C)n(CCCN(C)C(=O)c2csc(-c3cccs3)n2)n1	·	-4	-1
Cc1cc(C)n(CCN(C(=O)C2CC2)c2nc3c(F)cc(F)cc3s2)n1	-12	-7	-17
Cc1ccc(C2CC(C(F)(F)F)n3ncc(C(=O)Nc4cc(Cl)ccc4Cl)c3N2)cc1 (stereo unspecified)	-7	-5	0
Cc1nn(C(C)C(=O)NCC2CCCO2)c(=O)c2cc3sccc3n12 (stereo unspecified)	-6	-6	6
COC(=O)c1ccc(C(=O)N(CCCN(C)C)c2nc3c(C)cccc3s2)cc1	-7	-4	6
O=C(CSc1cccc[n+]1[O-])C12CC3CC(CC(C3)C1)C2	·	-4	5
COC(=O)c1cc(Cl)c2c(c1)CC(CNC(=O)COc1ccccc1)O2 (stereo unspecified)	-7	-6	·
S=C(Nc1ccccn1)Nc1ccccn1	·	-5	0
CC1CCN(C(=O)c2cc(-c3ccccc3F)n3nc(C(C)(C)C)cc3n2)CC1	-3	-3	10
O=C(Cc1ccc(N2CCCC2=O)cc1)NOC1CCCCO1 (stereo unspecified)	·	-5	9
COc1ccc(CN2CCn3nc(C(=O)NC(C)c4ccccc4)cc3C2=O)cc1 (stereo unspecified)	-2	1	-7
COCCN1C(=O)COCc2cc(-c3cccc(O)c3)ccc21	·	-7	13
COc1cccc(OC)c1C(=O)Nc1ccc(N2CCC(C)CC2)c(C(=O)NCc2ccc(F)cc2)c1	-4	-6	17
Cc1ccc2nc(-c3ccccn3)c(NC(C)(C)CC(C)(C)C)n2c1	-1	-3	-5

Complete entries, quoted from the list:
COC(=O)c1ccc(C(=O)N(CCCN(C)C)c2nc3c(C)cccc3s2)cc1 as listed: mcGAS inh: -7; hcGAS inh: -4; NPYLR7 agonist: 6
Cc1nn(C(C)C(=O)NCC2CCCO2)c(=O)c2cc3sccc3n12 (stereo unspecified) as listed: mcGAS inh: -6; hcGAS inh: -6; NPYLR7 agonist: 6

The listing picks up; the 6 compounds before the break are reprinted first.
SMILES	mcGAS inh	hcGAS inh	NPYLR7 agonist
CC1CCN(C(=O)c2cc(-c3ccccc3F)n3nc(C(C)(C)C)cc3n2)CC1	-3	-3	10
O=C(Cc1ccc(N2CCCC2=O)cc1)NOC1CCCCO1 (stereo unspecified)	·	-5	9
COc1ccc(CN2CCn3nc(C(=O)NC(C)c4ccccc4)cc3C2=O)cc1 (stereo unspecified)	-2	1	-7
COCCN1C(=O)COCc2cc(-c3cccc(O)c3)ccc21	·	-7	13
COc1cccc(OC)c1C(=O)Nc1ccc(N2CCC(C)CC2)c(C(=O)NCc2ccc(F)cc2)c1	-4	-6	17
Cc1ccc2nc(-c3ccccn3)c(NC(C)(C)CC(C)(C)C)n2c1	-1	-3	-5
FC(F)(F)CCc1ccnc(-c2ccn[nH]2)n1	-15	-9	4
CSc1ccc(CN(C)CN2C(=O)NC3(CCC(C)CC3)C2=O)cc1 (stereo unspecified)	-9	-8	·
O=C(c1n[nH]c2c1CCC2)N(CC1CCN(Cc2ccccc2F)CC1)CC1CCCO1 (stereo unspecified)	-12	-7	16
CCOc1nc(-c2cccc(OC)c2)n(-c2ccc(NC(=O)c3cccs3)cc2)n1	-8	-2	22
COc1ccc(Cl)c2sc(N3CCCC3)nc12	0	-2	11
CC(=O)NC1=NN(C(C)=O)C2(S1)C(=O)N(CCCOc1ccccc1Cl)c1ccccc12 (stereo unspecified)	-7	-7	14
O=C(CC1CSc2nc3c(cnn3-c3ccccc3)c(=O)n21)NCc1cccnc1 (stereo unspecified)	-6	-4	4
CN(C)CCCN(C(=O)c1ccc(Cl)s1)c1nc2cc3c(cc2s1)OCCO3	-7	-6	0
COCCn1c(=O)n(CCn2nc(C)cc2C)c2cc(C(=O)O)ccc21	-7	-7	·
CCc1cccc(NC(=O)CN(C)S(=O)(=O)c2ccc(Cl)c(C(F)(F)F)c2)c1	-17	-6	-2
COc1ccccc1C1(CC(=O)N2CCN(Cc3ccc4c(c3)OCO4)CC2)CC(=O)N(C)C1=O (stereo unspecified)	-13	-6	23
Cc1ccc(S(=O)(=O)Nc2cccc(-c3ccc4nnc(-c5ccncc5)n4n3)c2)cc1	-6	-4	-12
Cc1cccc(OC2CN(C(=O)c3ccc(Cn4ccnc4)o3)C2)c1	·	-10	22
Cc1nc(-c2ccc(NC(=O)COC3CCCCC3)cc2)cs1	·	0	22
CCC(C(=O)N1CCN(C(=O)CN2CCc3sccc3C2c2ccccc2)CC1)c1ccccc1 (stereo unspecified)	-3	0	5
CC(NC(=O)Cn1ncc(N2CCCC2)cc1=O)c1ccccc1 (stereo unspecified)	·	-7	22
CC(C)(C)NC(=O)CC1(C(=O)N2CCN(C(=O)OC(C)(C)C)CC2)CCCC1	-5	-4	10
CCN(Cc1nccn1Cc1ccc(F)cc1)C(=O)C1CC1	-4	8	5
Cc1nn(-c2cccc(F)c2)c(N2CCN(C(C)C)CC2)c1CN(C(=O)Nc1ccc(Cl)c(Cl)c1)C(C)C	-9	-8	11
O=C(CCc1ccccc1)Nc1ccc(-n2cnnn2)cc1	-8	-7	5
N#Cc1ncn(Cc2nc(N)nc(Nc3ccccc3)n2)n1	·	-5	8
COc1ccc(CNC(=O)Cn2nc3c(c2NC(C)=O)CSC3)cc1	-8	-4	-4
COC(=O)c1ccc(N2CCN(C(=O)Cn3nnnc3CN3CCCCCC3)CC2)cc1	-3	0	·
CCOc1ccc(S(=O)(=O)N(C)C)cc1NC(=O)N(C)CC(C)(C)O	·	-10	13
CCOC(=O)c1ccc2c(c1)nc(SCc1cc(Br)cc(Br)c1)n2CCc1ccc(OC)cc1	-7	-10	5
COc1ccccc1OCC1CN(C(=O)Cc2nc(C)sc2C)CCO1 (stereo unspecified)	-8	-4	25
COc1ccc(NC(C)C(=O)N2CCc3sccc3C2)c(OC)c1 (stereo unspecified)	·	0	4
O=C(NC1CCN(Cc2ccccc2)CC1)c1csc(CSc2nnc(Cc3ccccc3)n2-c2ccccc2)n1	-3	1	-9
COc1ccc(CN(CCc2c[nH]c3ccccc23)Cc2nc(C(=O)NCc3cccnc3)co2)c(OC)c1	-4	-3	15
O=C/C=C/c1ccc(O)cc1	·	3	-10

Quoted from the entries so far for reference:
SMILES	mcGAS inh	hcGAS inh	NPYLR7 agonist
CC(NC(=O)Cn1ncc(N2CCCC2)cc1=O)c1ccccc1 (stereo unspecified)	·	-7	22
CC(C)(C)NC(=O)CC1(C(=O)N2CCN(C(=O)OC(C)(C)C)CC2)CCCC1	-5	-4	10
CCN(Cc1nccn1Cc1ccc(F)cc1)C(=O)C1CC1	-4	8	5
Cc1nn(-c2cccc(F)c2)c(N2CCN(C(C)C)CC2)c1CN(C(=O)Nc1ccc(Cl)c(Cl)c1)C(C)C	-9	-8	11
O=C(CCc1ccccc1)Nc1ccc(-n2cnnn2)cc1	-8	-7	5
N#Cc1ncn(Cc2nc(N)nc(Nc3ccccc3)n2)n1	·	-5	8

Later entries
SMILES	mcGAS inh	hcGAS inh	NPYLR7 agonist
O=C(CCN(c1nc(-c2cccs2)nc2ccccc12)C1CCCCC1)N1CCOCC1	-8	-5	6
O=C(NC1CCN(c2ccccc2C(=O)N2CCCC2)CC1)c1ccccc1	-7	-8	9
COCCCNC(=O)CSc1nc(Cl)cc(N2CCN(C(=O)c3cccc(OC)c3)C(C)C2)n1 (stereo unspecified)	-6	-4	-3
O=C(CCC1CCCC1)Nc1cc(N2CCCS2(=O)=O)ccc1O	·	-3	0
CCCNC(=O)Cn1c(=O)c(-c2csc(C)n2)c(N)n(CC)c1=O	-15	-6	-3
O=C(CCNS(=O)(=O)c1ccc(Br)cc1)N1CC(n2cncn2)C1	·	5	4
COc1ccc(OC)c(C(=O)N2CCC(OCCN(C)C)CC2)c1	·	-7	4
CN(C)CCCN(C(=O)CN1C(=O)c2ccccc2C1=O)c1nc2ccc(Cl)cc2s1	-8	-5	1
N#Cc1ccc(OCC(=O)Nc2ccc(Br)cn2)cc1	·	2	-21
Fc1ccc(CNc2ccc(CNc3ncn[nH]3)cc2)cc1	·	4	-18
O=C(Cc1ccccc1F)N1CCC(n2c(-c3ccccc3)nc3ccc(F)cc32)CC1	-6	-2	16
CN1CC2(CCN(C(=O)c3cnc4c(c3)nnn4C)C2)OC1=O (stereo unspecified)	·	-5	8
Cc1ccc(NC(=O)CN2C(=O)c3ccccc3C2=O)cc1F	-5	-6	-5
O=C(O)c1ccc(-c2cc(NC3CCCC3)nc3[nH]ccc23)nc1	·	-1	-7
COc1cc(C=C(C#N)C(N)=O)cc(OC)c1O	·	9	24
CN(Cc1ccsc1)C(=O)c1ccccc1-c1ncc[nH]1	·	-5	10
CC(C)C(NCc1ccc(OCC#N)cc1)c1cccs1 (stereo unspecified)	·	-4	4
COc1ccc(C2CC(C(F)(F)F)n3ncc(C(=O)NC(C)C)c3N2)cc1OC (stereo unspecified)	-7	-3	-3
COc1cccc(Oc2cc(C(C)(C)C)nc(SCc3cccc(Cl)c3)n2)c1	2	3	3
O=C(C1=CCCC1)N1CCCC(N2CCN(Cc3ccc4c(c3)OCO4)CC2)C1 (stereo unspecified)	·	-8&-12	2&0
CN(C(=O)CC1(CC(=O)O)CCCCC1)C1CCOCC1	·	-2	5
Cc1nc(-n2nnc(C(=O)N3CCN(c4ccccc4O)CC3)c2C)sc1C	·	-12	-1
Cc1ccc(Cl)c(Oc2cc(N3CCN(C(=O)Cc4ccccc4)CC3)ncn2)c1	-9	-3	-12
CC(C)c1cc(C(=O)NCC2(N(C)C)CCSC2)no1 (stereo unspecified)	-5	-7	·
COC(=O)c1ccccc1C=C1N=C(c2ccc(F)cc2)OC1=O	-5	-1	1
COc1ccc(S(=O)(=O)Oc2ccccc2CN(Cc2ccco2)C(=O)c2cccs2)cc1	0	0	-6
CC(CCc1ccccc1)NC(=O)c1ccc(-c2cc(-c3ccc(N4CCCCC4)cc3)n[nH]2)cc1 (stereo unspecified)	-9	-10	0
CCCCCn1cc(C2CCN(S(=O)(=O)c3ccccc3C(F)(F)F)CC2)c2ccccc21	-6	-1	23
C=CCn1c(NN=Cc2ccc(OCC)cc2)nc2c1c(=O)n(C)c(=O)n2C	·	-10	-2
O=C(CSc1nnnn1-c1ccccc1)Nc1ccc(Cl)c(Cl)c1	-6	-7	-7
CCOc1ccccc1CNC(=O)c1cnc2c(-c3ccc(C(C)C)cc3)cnn2c1C	-6	-2	23
c1ccc(CCc2nc(-c3ccc(C4CCCO4)s3)n[nH]2)cc1 (stereo unspecified)	·	-6	18
COc1cc(C(=O)N(C)C2Cc3ccccc3C2)nc(OC)n1	-16	-4	·
CC1N=C(C(=O)N(C)Cc2cccs2)NN(c2ccccc2)C1=O (stereo unspecified)	·	-10	4
CCCCCCc1ccc(C(=O)N2CCC3(CC2)NC(=O)c2c(Cl)cccc2N3)cc1	-7	-6	·
CCOC(=O)c1c(C(C)(C)C)oc2ccc(OC(=O)N3CCOCC3)cc12	·	-3	-4
c1ccc(-n2nccc2-c2nccn2C2CCSC2)cc1 (stereo unspecified)	-14	-7	·
O=C(CCn1cnc2sc3c(c2c1=O)CCCC3)NCc1cccnc1	-4	-15	9
NC(=O)NC(=O)CC1Nc2ccccc2NC1=O (stereo unspecified)	·	-3	3
COc1nc(-c2ccc(C)cc2)n(-c2ccc(NS(=O)(=O)c3ccc(C)cc3)cc2)n1	-8	-5	2
